S3 lipid droplet: qHTS Assay for Lipid Storage Modulators in Drosophila S3 Cells; AID 2685; lipid storage change, negative = inhibition, % at the top dose, mostly 46.1 µM; hits show Potency in µM; Drosophila S3 cells, BODIPY lipid droplet fluorescence, 18-24 h; cells fed with added oleic acid; 320,000 tested, 0.64% active; active = well fitted inhibition curve with a large enough effect in the signal ratio, with a control signal flat, not every such curve was filed as active; inconclusive = small, poorly fitted or top-dose-only effect, or effect the other way, or a change in a side signal; the % refers to the signal ratio
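Drosophila S3 cells got compounds at several concentrations plus oleic acid (400 uM solution). Laser-scanning cytometry with 488 nm excitation read lipid droplets at 500-530 nm and cells at 575-640 nm. Percent activity was relative to 20 uM Triacsin C.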
Calls only; ? = inconclusive. % is scaled to controls: 0 for no effect and ±100 for the full control effect; potency is read from the fitted curve at half-maximal effect. A portion of the library (hit frequency here may not be typical).

SMILES	S3 lipid droplet
CC12CC3CC(C)(C1)CC(N)(C3)C2	?
